# GPR55 beta-arrestin: GPR55 agonists via beta-arrestin recruitment, primary screen, imaging, U2OS cells, beta-arrestin-GFP redistribution (AID 1961). U2OS GPR55 beta-arrestin-GFP redistribution imaging; higher % means a stronger effect. activation, % at 10 µM, or EC50 in µM where a hit was titrated. hit rate 0.048% among 290,000;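 active = activation above 40% with more than 50 cells counted in the well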;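 also: U2OS osteosarcoma cells stably expressing GPR55 and beta-arrestin-GFP; plate controls were DMSO negative control for no effect and LPI positive control for full effect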
# Dengue-2 NS5 capping: Dengue-2 NS5 methyltransferase inhibitors, primary screen, biochemical, confirmation dose response (AID 588689) | Dengue-2 NS5 methyltransferase capping enzyme assay, biochemical; higher % means a stronger effect | inhibition, % at 25 µM; hits with a dose series show IC50 in µM | hit rate 0.3% among 340,000; in the data active = a potency from the dose series
# AID2073: disruptors of CaV2.2 binding to Mint1 – biochemical, HTRF (AID 2073); inhibition, % at 20 µM, or IC50 in µM where a hit was titrated; HTRF protein-protein interaction, Mint1-CaV2.2; higher % means a stronger effect; hit rate 0.19% among 290,000; in the data active = inhibition mostly above about 51%, no sharp cut-off; also: some results filed as inactive read as strong as hits
# GPR55 antagonists: GPR55 antagonists blocking LPI-driven arrestin recruitment, primary screen, imaging, U2OS, beta-arrestin-GFP, LPI agonist (AID 2013); hit rate 0.13% among 290,000; one-dose inhibition, % at 10 µM; IC50 in µM for titrated hits; U2OS GPR55 beta-arrestin-GFP translocation imaging, LPI antagonism; higher % means a stronger effect;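 active = spots per cell inhibited over 60%, with over 100 cells counted and total cytoplasm intensity under 500,000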;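 also: U2OS cells stably carrying GPR55 and arrestin-GFP stimulated by 5 µM LPI near EC80; imaged beta-arrestin-GFP aggregate spots per cell after agonist stimulation; plate controls were LPI-stimulated DMSO wells for no effect and DMSO wells without LPI for full effect; some results filed as inactive read as strong as hits; confirmed hits need IC50 under 10 µM and bright autofluorescent wells are also inconclusive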
# GPR35 antagonists: inhibition of zaprinast-stimulated GPR35 beta-arrestin translocation – imaging, U2OS, beta-arrestin-GFP, zaprinast agonist, primary screen (AID 2058); hit rate 0.052% among 290,000; one-dose inhibition, % at 10 µM; IC50 in µM for titrated hits; U2OS GPR35 beta-arrestin-GFP translocation imaging, zaprinast antagonism; higher % means a stronger effect;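 active = inhibition of at least 50% with at least 30 cells and total cytoplasm GFP at most 10,000,000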
# UTI89 phage lysis: inhibition of K1F phage lysis, E. coli UTI89, bacterial capsule biogenesis inhibitors, alamar blue (AID 488966); E. coli UTI89 K1F phage lysis, alamar blue, 2 h; higher % means a stronger effect; one-dose inhibition, % at 100 µM; IC50 in µM for titrated hits; hit rate 0.02% among 340,000;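 active = phage lysis inhibition, versus mean bacterial control, above a set limit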;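 also: capsule biogenesis inhibitors block K1F phage lysis so surviving cells raise fluorescence; higher fluorescence means more inhibition of phage lysis; actives were called in the ten point dose series up to 300 µM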
# HIV peptide binding: inhibitors of HIV fusion peptide binding, primary screen, biochemical, uHTS, fluorescence dequenching (AID 1986); cell-free peptide binding, fluorescence dequenching, 30 min; higher % means a stronger effect; one-dose inhibition, % at 20 µM; IC50 in µM for titrated hits; hit rate 0.3% among 290,000; in the data active = inhibition mostly above about 52%, no sharp cut-off; inactive = mostly below about 76%; also: some results filed as inactive read as strong as hits
# SIAH1 antagonists: blockers of Siah-1 interaction with plectin peptide – biochemical, fluorescence polarization, rhodamine-plectin, uHTS, primary screen (AID 1817); Siah-1 / rhodamine-plectin peptide fluorescence polarization; higher % means a stronger effect; displacement, % at 20 µM; hits with a dose series show IC50 in µM; hit rate 0.02% among 290,000;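 active = displacement of at least 50% at 20 µM, with a fluorescence ratio check between 0.3 and a set limit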;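 also: plate controls were Siah plus tracer with DMSO for no effect and tracer alone without Siah for full effect; strong numbers were not always called active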
# NTR1 ag: NTR1-driven beta-arrestin-GFP spot formation – imaging, U2OS cells, high content, primary screen (AID 493036) | agonist mode | activation, % at 20 µM | hit rate 0.17% among 330,000 | P30989;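 active = activation at or above 40% of the spot to cytoplasm intensity ratio, with at least 20 cells analyzed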;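 also: 0% = DMSO without peptide and 100% = 100 nM NTR1 peptide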
# Target sequence (P30989 whole entry, looked up): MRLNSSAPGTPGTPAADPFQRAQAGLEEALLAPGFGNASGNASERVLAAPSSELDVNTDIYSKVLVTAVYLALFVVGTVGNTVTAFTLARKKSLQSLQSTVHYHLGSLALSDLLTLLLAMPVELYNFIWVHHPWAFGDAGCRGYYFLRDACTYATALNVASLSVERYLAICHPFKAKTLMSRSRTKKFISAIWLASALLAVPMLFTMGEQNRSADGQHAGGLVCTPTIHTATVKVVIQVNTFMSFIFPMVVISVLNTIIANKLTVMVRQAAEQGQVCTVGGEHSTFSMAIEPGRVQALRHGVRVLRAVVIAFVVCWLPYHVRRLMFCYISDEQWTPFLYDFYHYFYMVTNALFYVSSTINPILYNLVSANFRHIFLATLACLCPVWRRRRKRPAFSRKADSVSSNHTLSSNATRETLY
# NTR1 ag cell count 20 µM: further read-out of NTR1 ag, marked with its call; cell count; measured here: cell count, cytotoxicity flag
# Active calls of the source: *; / = no result given; [ ] = dose if it differs, or a comment.
# Value order – GPR55 beta-arrestin	Dengue-2 NS5 capping	AID2073	GPR55 antagonists	GPR35 antagonists	UTI89 phage lysis	HIV peptide binding	SIAH1 antagonists	NTR1 ag	NTR1 ag cell count 20 µM
COc1ccccc1CCNC(=O)C(=O)NCC1OCCN1S(=O)(=O)c1ccc(C)cc1 (configuration not stated)
    0.0%	-3%	-8%	16%	6%	-0.5%	-0.1%	4%	-2.0	66
CCOC(=O)COc1ccc2c(=O)c(-c3ccc(OC)c(OC)c3)c(C(=O)OCC)oc2c1
    -0.2%	-2%	1%	0%	6%	1.7%[50 µM]	-0.7%	-6%	1.0	58
O=C1CC[C@@H](O)CCN1CC[C@H](Sc1ccccc1)c1ccccc1
    -0.2%	-4%	-4%	-14%	-3%	0.8%	-2.0%	-2%	-4.6	97
CC(=O)c1c(C(C)=O)c(C)n(-c2cccc([N+](=O)[O-])c2)c1C
    0.2%	-6%	9%	5%	0%	0.4%[50 µM]	0.6%	1%	-1.0	73
O=C(NC1CCCCC1)NC1CCN(S(=O)(=O)Cc2ccccc2)CC1
    -0.1%	0%	-1%	9%	-14%	3.9%	-1.9%	2%	0.9	53
Clc1cccc(Cl)c1COc1ccccn1
    -1.0%	-3%	37%	7%	-4%	0.1%	2.6%	4%	2.9	92
CCOc1nc(C)ccc1-c1noc(CC)n1
    -0.1%	-6%	-7%	5%	-6%	0.1%	-1.4%	-2%	0.2	93
O=C(c1ccc2c(c1)OCO2)C1CCCN(Cc2ccc3cccc(F)c3n2)C1 (configuration not stated)
    -0.2%	-9%	-4%	7%	6%	1.4%	-0.9%	4%	-0.4	94
CC(NC(=O)CC1Sc2ccccc2NC1=O)c1ccccc1 (configuration not stated)
    -0.2%	-5%	-6%	4%	13%	0.6%	-2.3%	-10%	-0.6	114
Cc1oc2nc(SCCCC(=O)NCCCO)nc(N)c2c1C
    -0.1%	-10%	1%	-15%	-1%	0.2%	1.2%	-1%	-1.7	55
COc1ccc(C(CNC(=S)NCc2ccccc2)N2CCCC2)cc1 (configuration not stated)
    -0.4%	-7%	-1%	24%	-6%	0.2%	0.5%	10%	-0.7	44
O=C(Nc1cc(C(F)(F)F)ccc1Cl)c1cccnc1
    -0.1%	-2%	4%	11%	12%	-3.1%	2.8%	4%	1.4	57
Cc1ccc(C2CCN(C(=O)Nc3ccccc3)C2)cc1 (configuration not stated)
    -0.1%	-3%	-4%	11%	-1%	0.9%	1.6%	0%	0.4	39
CC1CCCN(C(=S)NC2CCCC2)C1 (configuration not stated)
    -0.2%	-5%	-12%	6%	2%	3.6%	-1.1%	5%	-0.2	50
FC(F)(F)c1cccc(-c2noc(CN3CCOCC3)n2)c1
    -0.1%	-6%	3%	9%	-4%	0.8%	1.4%	-2%	-5.7	80

# The list goes on (two carried over from the part before).
# Value order – GPR55 beta-arrestin	Dengue-2 NS5 capping	AID2073	GPR55 antagonists	GPR35 antagonists	UTI89 phage lysis	HIV peptide binding	SIAH1 antagonists	NTR1 ag	NTR1 ag cell count 20 µM
CC1CCCN(C(=S)NC2CCCC2)C1 (configuration not stated)
    -0.2%	-5%	-12%	6%	2%	3.6%	-1.1%	5%	-0.2	50
FC(F)(F)c1cccc(-c2noc(CN3CCOCC3)n2)c1
    -0.1%	-6%	3%	9%	-4%	0.8%	1.4%	-2%	-5.7	80
O=C(N[C@@H](Cc1ccccc1)C(=O)OCC(=O)N1CCOCC1)c1cccs1
    -0.4%	-3%	-2%	11%	11%	0.4%	-2.3%	-1%	-1.1	53
C=CCNC(=O)COC(=O)c1ccc(Cl)c(S(=O)(=O)N(Cc2ccccc2)c2ccccc2)c1
    0.7%	-6%	0%	0%	16%	0.1%	-2.6%	-4%	7.2	78
NS(=O)(=O)c1ccc(NC(=O)c2ccc(-c3ccccc3)cc2)cc1
    -0.2%	/	4.8µM*	3%	-13%	/	1.1%	42%	/	/
O=C(CSCc1ccc(F)cc1)Nc1ccccc1
    -0.2%	-1%	-1%	-11%	0%	0.9%	-0.8%	-2%	0.9	75
COC(=O)c1cccc(N(C(=O)c2ccco2)C(C(=O)NC2CCCC2)c2ccc(N3CCOCC3)cc2)c1 (configuration not stated)
    0.5%	5%	7%	0%	-1%	0.1%	0.6%	-2%	1.2	54
CC(C)NC(=O)CN1C(=O)C(C)(C)Oc2ccc(C(=O)NC3CCCCC3)cc21
    -0.2%	-1%	-2%	8%	10%	0.1%	-0.4%	5%	-1.2	59
CSc1ccccc1NC(=S)NC1CCCCC1
    0.2%	1%	-9%	6%	-7%	0.1%	-0.2%	-2%	-0.1	49
CCCCOc1ccc(C(O)(CCC)CCN2CCOCC2)cc1 (configuration not stated)
    -0.2%	-3%	10%	-2%	3%	6.6%	-1.1%	6%	2.6	59
COCCN(C(=O)COC(=O)Cc1cccc2ccccc12)c1c(N)n(Cc2ccccc2)c(=O)[nH]c1=O
    0.0%	-4%	0%	11%	12%	-0.2%	0.5%	2%	0.3	50
O=C(COC(=O)c1ccc2c(c1)OCCO2)NCCC1=CCCCC1
    0.2%	0%	-2%	3%	6%	0.3%	1.3%	0%	1.3	45
COc1ccc(/C=N/n2c(N)nc(-c3ccccc3)c2-c2ccccc2)cc1
    0.6%	-5%	3%	22%	9%	0.3%	1.9%	-3%	3.8	68
COc1ccccc1NS(=O)(=O)c1cccc(NC(=O)C2CC(=O)N(Cc3ccccc3)C2)c1 (configuration not stated)
    -0.4%	-4%	2%	0%	-6%	-6.3%	0.1%	5%	0.0	56
Cc1nnc(SCC(=O)NC(=O)NC2CCCC2)n1N
    -0.1%	3%	0%	-7%	0%	0.2%	-0.2%	1%	-0.1	50
Cc1ccc(-n2cc(-c3ccccc3)c3c(N4CCOCC4)ncnc32)cc1
    -0.2%	0%	1%	31%	-18%	0.2%	0.9%	4%	/	/
CCC1C(c2ccccc2)N(C)C(c2ccccc2)CC1(O)c1ccccc1 (configuration not stated)
    -0.1%	-14%	-3%	31%	-1%	0.2%	2.1%	4%	5.2	68

# As entered above:
# CC(=O)c1c(C(C)=O)c(C)n(-c2cccc([N+](=O)[O-])c2)c1C @ HIV peptide binding = 0.6%
# COc1ccccc1CCNC(=O)C(=O)NCC1OCCN1S(=O)(=O)c1ccc(C)cc1 (configuration not stated) @ GPR35 antagonists = 6%
# COC(=O)c1cccc(N(C(=O)c2ccco2)C(C(=O)NC2CCCC2)c2ccc(N3CCOCC3)cc2)c1 (configuration not stated) @ GPR55 beta-arrestin = 0.5%
# Clc1cccc(Cl)c1COc1ccccn1 @ GPR55 antagonists = 7%
# O=C(CSCc1ccc(F)cc1)Nc1ccccc1 @ GPR55 antagonists = -11%
# O=C(COC(=O)c1ccc2c(c1)OCCO2)NCCC1=CCCCC1 @ HIV peptide binding = 1.3%

# New compounds follow.
# Value order – GPR55 beta-arrestin	Dengue-2 NS5 capping	AID2073	GPR55 antagonists	GPR35 antagonists	UTI89 phage lysis	HIV peptide binding	SIAH1 antagonists	NTR1 ag	NTR1 ag cell count 20 µM
CCOc1ccc(/C=C/c2[nH]c(=O)[nH]c(=O)c2[N+](=O)[O-])cc1
    0.3%	46µM*	3%	2%	-7%	0.2%	36%	14%	-0.8	55
CCCC(C)NC(=O)CN1C(=O)NC2(CCc3ccccc32)C1=O (configuration not stated)
    -0.1%	2%	10%	4%	6%	1.5%[50 µM]	0.8%	2%	0.4	72
CCC(=O)N1CCc2cc(S(=O)(=O)CCC(=O)N3CCc4ccccc4C3)ccc21
    0.6%	-2%	-2%	1%	16%	3.0%	-1.4%	-5%	1.9	51
Cc1cc(C(=O)N2CCCC(Nc3ccc(F)cc3)C2)c(C)o1 (configuration not stated)
    -0.1%	3%	0%	-4%	-13%	1.0%[50 µM]	-1.2%	0%	1.2	52
Cc1ccc(F)cc1CNC(=O)C1CCC(=O)N(CCCN2CCCC2=O)C1 (configuration not stated)
    -0.1%	3%	13%	6%	5%	0.2%	0.8%	6%	-0.1	67
Cn1c(SCC(=O)Nc2cccc(F)c2)nc2c(c1=O)SCC2
    -0.2%	-6%	-1%	1%	-15%	0.1%	-1.6%	2%	-0.1	51
COc1ccc(-c2cn[nH]c2-c2ccc(OCc3ccc([N+](=O)[O-])cc3)cc2O)cc1OC
    0.0%	-1%	13%	-1%	-8%	0.2%	-2.0%	-7%	19	48
CCCC(=O)N(CCN1CCOCC1)c1nc2c(OC)ccc(C)c2s1
    -0.1%	-2%	-2%	-1%	-6%	3.6%	-1.1%	-2%	0.8	69
CN(C)c1nc(N(C)C)nc(N2CC(CCl)OC2=N)n1 (configuration not stated)
    0.0%	-5%	4%	6%	22%	0.2%	0.8%	4%	0.3	104
O=C1NC[C@@H](Cc2ccc(O)cc2)N(CCc2cccc3ccccc23)C1=O
    -0.1%	-2%	12%	-6%	-3%	1.1%	-1.2%	-2%	0.8	45
Cn1nc(C(F)(F)F)c(-c2ccc(F)cc2)c1NC(=O)c1ccco1
    0.0%	1%	2%	15%	-9%	0.7%	-0.9%	2%	1.1	30
CCOC(=O)c1ccc(N2CSC3=C(C#N)C(c4ccc(OC)cc4OC)CC(=O)N3C2)cc1 (configuration not stated)
    -0.2%	1%	12%	7%	-7%	-0.9%	-2.2%	2%	3.8	84
Cc1c(NC(=O)c2cc(C3CC3)on2)c(=O)n(-c2ccccc2)n1C
    -0.1%	-1%	-6%	-6%	6%	0.1%	1.6%	-3%	-2.8	48
O=C(O)c1nnn(-c2ccc(F)cc2F)c1-c1ccccc1
    -0.1%	3%	6%	7%	10%	0.0%	0.8%	2%	-0.6	74
C=CCSc1nc(N2CCOCC2)c2c(c1C#N)CC(C)(C)N(C)C2
    0.0%	5%	-27%	-1%	-7%	0.2%	6.6%	0%	3.7	40
COc1cc2[nH]c(=O)n(CCCCCC(=O)NC3CCCC3)c(=O)c2cc1OC
    -0.1%	-7%	-2%	12%	9%	-0.3%	0.7%	9%	2.7	51
CCN(CC)C(=O)C(=O)c1cn(CC(=O)N2CCc3ccccc3C2)c2ccccc12
    -0.3%	8%	-8%	8%	0%	-0.2%	-1.0%	-5%	0.7	60
Cc1cc(C(=O)Nn2c(C3CCCCC3)nc3ccccc3c2=O)ccc1[N+](=O)[O-]
    0.1%	6%	0%	6%	-2%	0.1%	12%	5%	1.8	88
N#Cc1cc([N+](=O)[O-])ccc1Oc1cccc(/C=N/NC(=O)c2ccc(Cl)cc2)c1
    0.3%	-2%	4%	15%	-12%	1.0%	-2.8%	2%	0.9	64
CN1C(=O)/C(=C/c2ccc(-c3ccccc3[N+](=O)[O-])o2)SC1=Nc1ccc(Cl)c(C(=O)O)c1
    -0.1%	24%	-26%	1%	0%	-0.7%[50 µM]	50%	12%	/	/

# Compound activity deposited in PubChem by several laboratories.
